High-throughput results from PubChem.
Gli-Sufu block – antagonists of Gli-Sufu signaling. Sufu-KO-LIGHT fibroblasts, Gli luciferase reporter luminescence. AID 588413. inhibition, % at 5 µM. 340,000 compounds, 0.74% hits;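 active = inhibition above about 55%, limit read from the data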;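 also: 0% = DMSO-treated cells and 100% = wells with medium but no cells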
MPTP inh – inhibitors of mitochondrial permeability transition pore | 360,000 compounds, 1.4% hits | isolated mouse mitochondria, Ca2+ swelling absorbance, 30 min | inhibition, % at 10 µM;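 active = inhibition of 50% or more, scaled per plate between neutral and stimulator controls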;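 also: 0% = DMSO wells given calcium and 100% = 1 mM EGTA wells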
APOBEC3A inh – inhibitors of human APOBEC3A DNA deaminase; inhibition, % at 20 µM; 330,000 compounds, 0.41% hits; recombinant A3A, FAM/TAMRA ssDNA deamination fluorescence; P31941;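 active = at least 40% inhibition at 20 µM here, with at most 30% in a related deaminase screen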;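 also: plate controls were A3A with DMSO for no effect and wells lacking A3A enzyme for full effect; some results filed as inactive read as strong as hits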
Target sequence (P31941 whole entry, looked up): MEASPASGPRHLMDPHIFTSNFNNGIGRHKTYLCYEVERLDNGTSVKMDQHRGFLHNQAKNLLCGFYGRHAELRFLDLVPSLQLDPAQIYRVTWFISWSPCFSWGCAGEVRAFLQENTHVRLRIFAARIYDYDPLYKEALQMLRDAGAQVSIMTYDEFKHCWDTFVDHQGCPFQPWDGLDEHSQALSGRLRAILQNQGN
EBI2 antag – blocks human EBI2 receptor beta-arrestin signaling | AID 651636 | P32249 | EBI2 beta-arrestin recruitment, luminescence, 7a,25-OHC stimulated | inhibition, % at 5 µM | 360,000 compounds, 0.81% hits; in the data active = inhibition above about 38%;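 also: enzyme fragment complementation signal reports receptor beta-arrestin coupling in cells; 0% = agonist plus DMSO wells and 100% = wells without agonist; some results beyond the cut were filed as inactive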
Target sequence (P32249 whole entry, looked up, the tested form may be a part): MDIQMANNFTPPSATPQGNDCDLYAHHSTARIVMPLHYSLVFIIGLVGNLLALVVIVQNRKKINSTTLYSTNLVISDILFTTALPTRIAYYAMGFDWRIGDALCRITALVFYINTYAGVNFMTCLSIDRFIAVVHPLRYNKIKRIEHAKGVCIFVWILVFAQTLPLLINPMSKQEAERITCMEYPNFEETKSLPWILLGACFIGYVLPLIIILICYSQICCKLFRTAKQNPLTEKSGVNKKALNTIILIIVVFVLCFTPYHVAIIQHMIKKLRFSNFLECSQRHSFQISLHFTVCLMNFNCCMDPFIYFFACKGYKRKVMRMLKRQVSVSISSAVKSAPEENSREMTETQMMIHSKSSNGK
NR3A LBD binder – modulators (binders) of human NR3A ligand-binding domain. NR3A LBD differential scanning fluorimetry, Tm shift; 0% = protein alone, 100% = glycine-bound protein. Tm shift relative to glycine control, % at 25 µM. 340,000 compounds, 2.5% hits. AID 1259313;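 active = melting temperature shift of at least 10% of the positive control shift, at one fixed dose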
CXCR6 inh – CXCR6 (human) receptor inhibition; 360,000 compounds, 0.36% hits; inhibition, % at 20 µM; CHO-K1 PathHunter CXCR6 beta-arrestin, luminescence; O00574; in the data active = inhibition above about 34%, passing the limit was not always enough;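 also: antagonist mode with CXCL16 agonist at 10 nM final; 0% = 10 nM CXCL16 with DMSO and 100% = unstimulated wells without agonist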
CCR6 antag – blocks CCL20-driven beta-arrestin recruitment at human CCR6; P51684; CHO-K1 CCR6 PathHunter beta-arrestin, luminescence, CCL20-stimulated; inhibition, % at 20 µM; 340,000 compounds, 0.49% hits; AID 493098;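 active = compounds whose inhibition of the agonist-driven luminescence signal at 20 µM reaches about 50%, limit read from the data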;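 also: cells stimulated with CCL20 at 14 nM final; plate controls were DMSO with CCL20 for no effect and DMSO without agonist for full effect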
Target sequence (P51684 whole entry, looked up): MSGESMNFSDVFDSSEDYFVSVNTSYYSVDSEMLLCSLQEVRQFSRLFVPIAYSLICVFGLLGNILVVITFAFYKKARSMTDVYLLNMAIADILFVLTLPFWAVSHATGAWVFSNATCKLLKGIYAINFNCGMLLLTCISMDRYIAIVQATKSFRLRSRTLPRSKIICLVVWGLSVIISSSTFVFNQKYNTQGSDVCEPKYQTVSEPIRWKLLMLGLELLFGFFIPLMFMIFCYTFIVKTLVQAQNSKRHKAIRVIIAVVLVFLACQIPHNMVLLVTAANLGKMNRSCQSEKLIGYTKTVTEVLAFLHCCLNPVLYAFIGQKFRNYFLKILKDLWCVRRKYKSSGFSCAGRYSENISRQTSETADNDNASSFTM
A3G deaminase – APOBEC3G (human) deaminase inhibition; Q9HC16; recombinant A3G, ssDNA deamination FAM/TAMRA fluorescence; inhibition, % at 20 µM; 330,000 compounds, 0.28% hits; AID 493012;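 active = inhibition of at least 40% at 20 µM, with no more than 30% in the related APOBEC3A deaminase screen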;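 also: plate controls were DMSO wells with A3G for no effect and wells lacking A3G enzyme for full effect; some compounds called inactive have numbers as strong as hits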
Numbers without * were called inactive.

What do the screens show for `COc1ccc(C2CC(c3ccccc3)=NN2C(=O)CN2CCN(Cc3ccccc3)CC2)cc1` (centres undefined)?
Gli-Sufu block: 27; MPTP inh: -0.4; APOBEC3A inh: 4; EBI2 antag: 9; NR3A LBD binder: -2; CXCR6 inh: -3; CCR6 antag: 18; A3G deaminase: -1

Results for COC(=O)Cn1c(CN2CCC(Cc3ccccc3)CC2)nc2c1c(=O)n(C)c(=O)n2C ?
Gli-Sufu block: 3; MPTP inh: 56*; APOBEC3A inh: -1; EBI2 antag: 7; NR3A LBD binder: 2; CXCR6 inh: -1; CCR6 antag: 10; A3G deaminase: -4

What do the screens show for `CCCCCCCCCCCC(=O)NC(C(=O)O)C(O)c1ccccc1` (centres undefined)?
Gli-Sufu block: 3; MPTP inh: -12; APOBEC3A inh: -2; EBI2 antag: -9; NR3A LBD binder: 3; CXCR6 inh: -5; CCR6 antag: 5; A3G deaminase: -2

What do the screens show for `COC(=O)c1ccc(CSCc2ccc(C(=O)OC)o2)o1`?
Gli-Sufu block: 13; MPTP inh: -0.1; APOBEC3A inh: -6; EBI2 antag: -4; NR3A LBD binder: -2; CXCR6 inh: -2; CCR6 antag: 0; A3G deaminase: -11

How did Cc1ccc2cc(COC(=O)c3cccc([N+](=O)[O-])c3)c(=O)[nH]c2c1 do in these assays?
Gli-Sufu block: 1; MPTP inh: 1.7; APOBEC3A inh: 4; EBI2 antag: -6; NR3A LBD binder: -2; CXCR6 inh: -4; CCR6 antag: 5; A3G deaminase: -4

What do the screens show for `Cc1ccccc1Oc1ccc2c(c1)[C@@H]1C[C@H](N(C)C(=O)Nc3cc(Cl)cc(Cl)c3)[C@H]([C@H](C)O)C(=O)N1CC2`?
Gli-Sufu block: -3; MPTP inh: 0.5; EBI2 antag: 20; NR3A LBD binder: 4; CXCR6 inh: 0; CCR6 antag: 1

What do the screens show for `c1ccc(CSc2ccc(-c3cccnc3)nn2)cc1`?
Gli-Sufu block: -80; MPTP inh: -0.3; APOBEC3A inh: -3; EBI2 antag: 3; NR3A LBD binder: 0; CXCR6 inh: -3; CCR6 antag: -2; A3G deaminase: -6

How did COC(=O)c1sc(-c2ccccc2)cc1NC(=O)C1CC1 do in these assays?
Gli-Sufu block: 1; MPTP inh: 4.4; APOBEC3A inh: -1; EBI2 antag: 9; NR3A LBD binder: 1; CXCR6 inh: 1; CCR6 antag: 6; A3G deaminase: 8

What do the screens show for `O=C(c1cccc(F)c1)N1CCN(C(=O)C2CC2)CC1`?
Gli-Sufu block: 8; MPTP inh: -0.9; APOBEC3A inh: -2; EBI2 antag: -1; NR3A LBD binder: 0; CXCR6 inh: 2; CCR6 antag: 3; A3G deaminase: -4

What do the screens show for `COc1cccc(NC(=O)C(NCC(C)(C)CN(C)C)c2ccccc2)c1` (centres undefined)?
Gli-Sufu block: -2; MPTP inh: -0.9; APOBEC3A inh: 2; EBI2 antag: 4; NR3A LBD binder: 2; CXCR6 inh: 3; CCR6 antag: 6; A3G deaminase: 1

How did CN(C(=O)c1cccn(Cc2ccccc2)c1=O)c1ccccc1 do in these assays?
Gli-Sufu block: 1; MPTP inh: 1.7; APOBEC3A inh: -1; EBI2 antag: -6; NR3A LBD binder: 2; CXCR6 inh: 3; CCR6 antag: -1; A3G deaminase: -8

How did OCC[C@@H]1C[C@@H](O)[C@H](O)[C@]2(CCc3ccccc3O2)O1 do in these assays?
Gli-Sufu block: -8; MPTP inh: -1.3; APOBEC3A inh: -2; EBI2 antag: -3; NR3A LBD binder: 0; CXCR6 inh: 2; CCR6 antag: -3; A3G deaminase: -10

Results for COc1ccc(N(CC(=O)NCc2ccccc2Cl)S(=O)(=O)c2c(C)noc2C)cc1 ?
Gli-Sufu block: 6; MPTP inh: -0.1; APOBEC3A inh: -4; EBI2 antag: 7; NR3A LBD binder: 3; CXCR6 inh: 1; CCR6 antag: 20; A3G deaminase: -7

Results for Cn1cc(/C=C(\NC(=O)c2ccccc2)C(=O)N2CCOCC2)c2ccccc21 ?
Gli-Sufu block: -7; MPTP inh: -1.1; APOBEC3A inh: -7; EBI2 antag: 2; NR3A LBD binder: -9; CXCR6 inh: 0; CCR6 antag: -10; A3G deaminase: -3

What do the screens show for `COc1cc(CN2CCN(C(=O)CC(C)C)CC2)c([N+](=O)[O-])cc1OC`?
Gli-Sufu block: 2; MPTP inh: 0.1; APOBEC3A inh: -4; EBI2 antag: 0; NR3A LBD binder: -1; CXCR6 inh: -15; CCR6 antag: -2; A3G deaminase: -6

How did O=C(O)COc1ccc(Br)cc1CP(=O)(c1ccccc1)c1ccccc1 do in these assays?
Gli-Sufu block: 4; MPTP inh: 1.4; APOBEC3A inh: 2; EBI2 antag: -12; NR3A LBD binder: 0; CXCR6 inh: -3; CCR6 antag: 2; A3G deaminase: -7

What do the screens show for `CCn1c(=O)cc(SCC(=O)NCC2CCCO2)c2ccccc21` (centres undefined)?
Gli-Sufu block: 6; MPTP inh: -0.3; APOBEC3A inh: 1; EBI2 antag: -2; NR3A LBD binder: 0; CXCR6 inh: -4; CCR6 antag: -1; A3G deaminase: 0

How did Cc1cc(Br)ccc1NC(=S)N1CCOCC1 do in these assays?
Gli-Sufu block: 4; MPTP inh: 3.1; APOBEC3A inh: 0; EBI2 antag: -16; NR3A LBD binder: 4; CXCR6 inh: 0; CCR6 antag: 10; A3G deaminase: 0

How did S=C(Nc1ccccc1)N1CCC(C2CCN(C(=S)Nc3ccccc3)CC2)CC1 do in these assays?
Gli-Sufu block: -1; APOBEC3A inh: 0; NR3A LBD binder: 0; CCR6 antag: 3; A3G deaminase: 0

Results for CCOCCn1c(N2CCN(c3ccccc3)CC2)nc2c1c(=O)n(C)c(=O)n2C ?
Gli-Sufu block: 0; MPTP inh: 0.4; APOBEC3A inh: -3; EBI2 antag: 3; NR3A LBD binder: 0; CXCR6 inh: -12; CCR6 antag: 5; A3G deaminase: -7

What do the screens show for `CCOc1ccccc1C(C(=O)NC1CCCC1)N(C(=O)c1csnn1)C1CC1` (centres undefined)?
Gli-Sufu block: -14; MPTP inh: 0.0; APOBEC3A inh: -3; EBI2 antag: 9; NR3A LBD binder: -1; CXCR6 inh: 6; CCR6 antag: 7; A3G deaminase: -7

Results for CC1(C)CC(=O)C(C=NCCCN2CCOCC2)=C(O)C1 ?
Gli-Sufu block: 0; MPTP inh: -1.5; APOBEC3A inh: 4; EBI2 antag: -19; NR3A LBD binder: 2; CXCR6 inh: 0; CCR6 antag: 1; A3G deaminase: -1

How did O=C(O)c1ccccc1Cc1ccc2c(c1)CCCC2 do in these assays?
Gli-Sufu block: -3; MPTP inh: -1.1; EBI2 antag: 5; NR3A LBD binder: -1; CXCR6 inh: -5; CCR6 antag: 2

Results for NC(=O)CN1C(=O)/C(=c2\sc3nc(=O)c(Cc4ccccc4)nn3c2=O)c2ccccc21 ?
Gli-Sufu block: -1; MPTP inh: 2.5; APOBEC3A inh: 3; EBI2 antag: -12; NR3A LBD binder: 0; CXCR6 inh: 3; CCR6 antag: -11; A3G deaminase: 24

Results for NC(=O)C1CCN(C(=O)C(=O)c2cn(CC(=O)N3CCCC3)c3ccccc23)CC1 ?
Gli-Sufu block: -5; MPTP inh: -1.0; APOBEC3A inh: 3; EBI2 antag: -9; NR3A LBD binder: 0; CXCR6 inh: 6; CCR6 antag: 5; A3G deaminase: 2

How did O=C(CC1SC(N2CCOCC2)=NC1=O)Nc1ccc(Cl)cc1 (centres undefined) do in these assays?
Gli-Sufu block: -2; MPTP inh: -2.5; APOBEC3A inh: -3; EBI2 antag: 4; NR3A LBD binder: -1; CXCR6 inh: 4; CCR6 antag: 5; A3G deaminase: -8

What do the screens show for `CCOc1cc2c(cc1OCC)C(c1ccc(C(=O)O)cc1)NCC2` (centres undefined)?
Gli-Sufu block: 3; MPTP inh: -1.8; APOBEC3A inh: -4; EBI2 antag: -1; NR3A LBD binder: -1; CXCR6 inh: -11; CCR6 antag: 5; A3G deaminase: -11

Results for COc1ccc(S(=O)(=O)N2Cc3ccccc3CC2C(=O)Nc2ccc(O)cc2)cc1OC (centres undefined) ?
Gli-Sufu block: 8; MPTP inh: -1.2; APOBEC3A inh: 0; EBI2 antag: 0; NR3A LBD binder: 0; CXCR6 inh: -1; CCR6 antag: -2; A3G deaminase: -7

What do the screens show for `CC/C(=C/c1ccccc1)c1cccc2[nH]c3c(OC)cccc3c12`?
Gli-Sufu block: -8; MPTP inh: 0.2; EBI2 antag: 35; NR3A LBD binder: 3; CXCR6 inh: -8; CCR6 antag: 6

How did COc1ccc(CCN(Cc2cc3cccc(C)c3[nH]c2=O)C(=O)NC2CCCCC2)cc1OC do in these assays?
Gli-Sufu block: 11; MPTP inh: 0.5; APOBEC3A inh: -1; EBI2 antag: -2; NR3A LBD binder: -1; CXCR6 inh: 5; CCR6 antag: 1; A3G deaminase: 0

How did CC(=O)Nc1ccc(S(=O)(=O)N2CCN(C(=O)c3ccco3)CC2)cc1 do in these assays?
Gli-Sufu block: -1; MPTP inh: 0.4; APOBEC3A inh: -2; EBI2 antag: -1; NR3A LBD binder: 1; CXCR6 inh: 0; CCR6 antag: 14; A3G deaminase: -2

Results for CCCCC(=O)Nc1cccc(-c2nc3ncccc3o2)c1 ?
Gli-Sufu block: 2; MPTP inh: 0.0; APOBEC3A inh: 1; EBI2 antag: -11; NR3A LBD binder: -2; CXCR6 inh: -1; CCR6 antag: 1; A3G deaminase: -4

How did Cc1ccc(CNC(=O)CO/N=C/c2ccc3c(c2)OCO3)cc1 do in these assays?
Gli-Sufu block: -4; MPTP inh: 0.4; APOBEC3A inh: 3; EBI2 antag: -1; NR3A LBD binder: -2; CXCR6 inh: 6; CCR6 antag: 8; A3G deaminase: -2

How did O=C(CCCn1c(=S)[nH]c2ccccc2c1=O)N1CCN(c2cccc(Cl)c2)CC1 do in these assays?
Gli-Sufu block: 14; MPTP inh: 13; APOBEC3A inh: -1; EBI2 antag: -3; NR3A LBD binder: 1; CXCR6 inh: 5; CCR6 antag: -3; A3G deaminase: -1

Results for CCC(c1nnnn1CCc1ccccc1)N(Cc1ccco1)Cc1cc2c(C)ccc(C)c2[nH]c1=O (centres undefined) ?
Gli-Sufu block: -15; MPTP inh: 0.6; APOBEC3A inh: 4; EBI2 antag: 1; NR3A LBD binder: 5; CXCR6 inh: -3; CCR6 antag: -6; A3G deaminase: 3

What do the screens show for `Cc1ccc(NC(=O)CSc2nnc(C)c(=O)n2N)c(C)c1`?
Gli-Sufu block: -4; MPTP inh: -1.5; APOBEC3A inh: 48; EBI2 antag: -6; NR3A LBD binder: 6; CXCR6 inh: -4; CCR6 antag: -11; A3G deaminase: 38

What do the screens show for `CN(C)CCCNC(=O)CCc1ncc(C(F)(F)F)cc1Cl`?
Gli-Sufu block: 0; MPTP inh: -1.3; APOBEC3A inh: 1; EBI2 antag: 2; NR3A LBD binder: 0; CXCR6 inh: -14; CCR6 antag: -3; A3G deaminase: -2

What do the screens show for `CCN(CC(=O)Nc1c(F)cccc1F)C(=O)c1cccc(-n2cccc2)c1`?
Gli-Sufu block: 4; MPTP inh: 1.1; APOBEC3A inh: 75*; EBI2 antag: 5; NR3A LBD binder: 0; CXCR6 inh: -4; CCR6 antag: 17; A3G deaminase: 18

Results for CCOC(=O)C1(C(N)=O)OC1(c1ccc(Cl)cc1)c1ccccc1Cl (centres undefined) ?
Gli-Sufu block: 1; MPTP inh: -1.7; EBI2 antag: 2; NR3A LBD binder: 1; CXCR6 inh: -2; CCR6 antag: 16
